TSG101-PTAP inh – blocks PTAP/TSG101 interaction to inhibit HIV-1 budding; 340,000 tested, under 10 active; Q99816; Potency, µM (series often up to 115 µM), for the others: top-dose activity change, negative = inhibition, usual class: inhibitors; Fluorescence polarization, FITC-PTAP peptide / Tsg101 binding; active = well fitted inhibition curve with a large enough effect in the main read-out, with a control signal flat, not every such curve was filed as active; inconclusive = small, poorly fitted or top-dose-only effect, or effect the other way, or a change in a side signal; inactive = no such curve, though single readings can be large or run the other way; also: potency is read from the fitted curve at half-maximal effect; % of control where 0% means no effect
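Tsg101 binding domain (10 uM final) was mixed with compound and a FITC-labeled PTAP peptide (50 nM final) in HEPES pH 7.5 buffer with NaCl, Tween 20, EDTA and TCEP; fluorescence polarization was read after 20 min at r.t.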
S-ASM inh – human S-ASM enzyme inhibition; Potency, µM (top dose mostly 57.5 µM), for the others: top-dose activity change, negative = inhibition, most hits filed as inhibitors; 340,000 compounds, 0.006% hits; P17405; placental ASM, HMU-PC fluorogenic substrate, 60 min; also: potency is read from the fitted curve at half-maximal effect
Target sequence (P17405 47-631 limits assumed): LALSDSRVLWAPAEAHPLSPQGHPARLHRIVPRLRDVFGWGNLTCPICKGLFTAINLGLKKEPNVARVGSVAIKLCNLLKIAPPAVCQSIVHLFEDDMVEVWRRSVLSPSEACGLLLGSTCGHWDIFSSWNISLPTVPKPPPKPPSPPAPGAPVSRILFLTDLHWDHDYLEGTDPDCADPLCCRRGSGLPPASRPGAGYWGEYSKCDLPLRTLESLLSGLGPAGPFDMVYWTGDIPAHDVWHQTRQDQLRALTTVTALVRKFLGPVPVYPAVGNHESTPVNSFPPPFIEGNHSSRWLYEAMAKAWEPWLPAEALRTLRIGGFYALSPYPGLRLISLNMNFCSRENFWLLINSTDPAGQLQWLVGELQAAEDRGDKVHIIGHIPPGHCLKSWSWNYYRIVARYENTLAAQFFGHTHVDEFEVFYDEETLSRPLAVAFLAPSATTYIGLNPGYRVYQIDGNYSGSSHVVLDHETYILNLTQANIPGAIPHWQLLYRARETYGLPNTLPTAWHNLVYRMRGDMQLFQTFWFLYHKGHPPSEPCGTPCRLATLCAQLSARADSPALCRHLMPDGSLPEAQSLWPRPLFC
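Human placenta-derived ASM preincubated with compound 10 min at room temperature, then reacted with 9 uM (final) fluorogenic HMU-PC substrate for 60 min at 37 C. Stop solution raises pH to 10; fluorescence read at Ex 386/Em 447 nm.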
Giardia kill – kills Giardia lamblia. Giardia lamblia trophozoite viability. activity change, % at 7.66 µM, hits read low. 340,000 compounds, 0.15% hits. AID 540267; in the data active = activity change below about -80%; inconclusive = between about -30% and that limit;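 also: parasites exposed to compound for two days anaerobically before the ATP read; % is scaled to controls: 0 for no effect and ±100 for the full control effect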
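Compounds were tested on trophozoites seeded at 100 cells/well and held 48 hrs at 37 deg C anaerobically. An ATP-based luminescent kit measured the remaining live cells.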
Integrin act MD – activators of alpha7 integrin expression for muscular dystrophy; alpha7betagal myoblasts, beta-gal FDG fluorescence, 48 h; Potency, µM (doses to about 38.3 µM), for the others: top-dose activation, usual class: activators; 350,000 compounds, 0.064% hits; AID 624291;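 also: potency is read from the fitted curve at half-maximal effect; 100% = response of the positive control SU9516; nearly all actives have a fitted effect of over 60% in size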
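alpha7betagal+/- myoblasts (passage 13, 250/well) treated 48 h at 37C with compounds at 1:260 dilution of DMSO stock. Lysed, then beta-galactosidase activity read as FDG fluorescence (ex 480/em 540) after 30 min, with pre-read for autofluorescence.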
An asterisk follows results filed as active; ? = inconclusive. Unless noted, calls follow the shape of the dose curve; as a rule, active = well fitted curve in the direction sought with a large enough effect; inconclusive = small, poorly fitted or top-dose-only effect, or another doubt; inactive = no such curve, though single readings can be large; an effect the other way counts as inactive or inconclusive. The list is partial; rates above refer to the full screens.

compound,TSG101-PTAP inh,S-ASM inh,Giardia kill,Integrin act MD
S=C(N1CCCCCC1)N1CC1,-1%,3%,-2,-3%
COc1cc2c(cc1OC)C13CCN4CC5=CCOC6CC(=O)N2C1C6C5C3C4 (stereo unspecified) (tested in a mixture with another compound),1%,2%,2,8%
COC(=O)C1=C(c2cc3ccccc3s2)C[C@@H]2CC[C@H]1N2C(=O)NC(C)C,6%,-2%,?,-2%
CC(=O)Nc1ccc(C=C2C(=O)NC(=O)NC2=O)cc1,-1%,-3%,10,16%
N#CC1c2ccccc2-n2nncc2CN1S(=O)(=O)c1ccc(Cl)cc1 (stereo unspecified),-2%,-7%,16,25%
CNC(=O)Oc1cc2c(cc1C(C)(C)C)CCC2,-1%,-2%,-11,-12%
Cc1ccccc1C(=O)N1CC1C (stereo unspecified),1%,0%,15,-9%
CN1C(=O)NC(=O)C(N=Nc2ccc(Cl)cc2)C1=O (stereo unspecified),-1%,-4%,-22,1%
O=C1N[C@H](Cc2ccccc2)C(=O)N2[C@@H]3[C@H](C[C@@H]12)c1ccccc1N3OOSc1ccccc1,-12%,-4%,?,-1%
CN(CC=CCN(C)P(=S)(N1CC1)N1CC1)P(=S)(N1CC1)N1CC1,-1%,1%,19,-10%
COc1ccc2c(c1)C1(C(=O)O)CC=CCC1(C(=O)O)C2 (stereo unspecified),-10%,6%,-13,-10%
CC1CNCCN1c1ccc(Cl)cc1 (stereo unspecified),-1%,1%,10,10%
COC(=O)C1=C(c2cccc(OC)c2OC)C[C@@H]2CC[C@H]1N2C(=O)NCc1ccc(C(F)(F)F)cc1,0%,-3%,-3,0%
COc1ccc(NP2(=O)NCCCN2)cc1,-2%,-1%,9,5%
CC1=C(C)CC2(CC1)C(=O)NC(=O)NC2=O,-3%,3%,-6,-7%

2 entries drawn at random from the list so far:
compound,TSG101-PTAP inh,S-ASM inh,Giardia kill,Integrin act MD
CN(CC=CCN(C)P(=S)(N1CC1)N1CC1)P(=S)(N1CC1)N1CC1,-1%,1%,19,-10%
CC(=O)Nc1ccc(C=C2C(=O)NC(=O)NC2=O)cc1,-1%,-3%,10,16%

In another format: 2 of the compounds above.
> Cc1ccccc1C(=O)N1CC1C (stereo unspecified)
  TSG101-PTAP inh = 1%
  S-ASM inh = 0%
  Giardia kill = 15
  Integrin act MD = -9%

> CN1C(=O)NC(=O)C(N=Nc2ccc(Cl)cc2)C1=O (stereo unspecified)
  TSG101-PTAP inh = -1%
  S-ASM inh = -4%
  Giardia kill = -22
  Integrin act MD = 1%

Full records, quoted from the list:
O=C1N[C@H](Cc2ccccc2)C(=O)N2[C@@H]3[C@H](C[C@@H]12)c1ccccc1N3OOSc1ccccc1 reads TSG101-PTAP inh: -12%; S-ASM inh: -4%; Giardia kill: ?; Integrin act MD: -1%
S=C(N1CCCCCC1)N1CC1 reads TSG101-PTAP inh: -1%; S-ASM inh: 3%; Giardia kill: -2; Integrin act MD: -3%
COC(=O)C1=C(c2cc3ccccc3s2)C[C@@H]2CC[C@H]1N2C(=O)NC(C)C reads TSG101-PTAP inh: 6%; S-ASM inh: -2%; Giardia kill: ?; Integrin act MD: -2%

Screening data (PubChem)
